Source: PubChem
FN deposition inh: fibronectin deposition inhibition; AID 743247; inhibition, % at 12.6 µM; AH1F fibroblasts, Alexa488-fibronectin deposition fluorescence, overnight; actives 0.086% (n = 350,000);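 active means mean inhibition across replicates of 30% or more, regardless of how many single replicates reach that level; inconclusive means mean under 30% yet at least half of replicates reach 30%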;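 further: positive control wells lacked labelled fibronectin entirely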
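material = AH1F fibroblast monolayer depositing Alexa488-labelled fibronectin into matrix | amount = 10000 AH1F cells/well | buffer or medium = DMEM plus 2% serum, read in PBS | incubation = 1 h cell adhesion before compound, then overnight fibronectin incubation | detection = fluorescence at 485 nm excitation, 525 nm emission | evaluation = percent inhibition as loss of matrix-bound fibronectin fluorescence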
LGR2 antag: blocks bursicon-induced cAMP signaling via Drosophila LGR2; HEK293 LGR2, CRE-luciferase, bursicon-stimulated, 4 h; inhibition, % at 9.99 µM; AID 720647; actives 0.35% (n = 380,000);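 active means drop in luminescence signal, shown as inhibition above about 50% in the replicate tests, limit read from the data, passing the limit was not always enough; inconclusive means probably only some replicates passing the limit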;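 further: agonist challenge used bursicon conditioned medium at about half maximal strength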
S100A4 inh HTS: S100A4-myosin IIA interaction inhibition. S100A4/TAMRA-MyoIIA peptide fluorescence polarization. inhibition, % at 10.7 µM. actives 0.14% (n = 360,000);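 active means mean inhibition of at least 70% across replicates, with every replicate also reaching that level; inconclusive means mean inhibition reaches 70% but some replicates fall short; inactive means mean inhibition below 70%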
Target sequence (P26447 whole entry, looked up): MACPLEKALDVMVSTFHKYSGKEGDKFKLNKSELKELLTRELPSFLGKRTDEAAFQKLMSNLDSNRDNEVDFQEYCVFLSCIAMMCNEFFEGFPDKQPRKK
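Assay system: human S100A4 monomer with TAMRA-labelled myosin IIA peptide / Buffer or medium: Calcium-containing HEPES buffer, pH 7.2 / Reagent: TAMRA-labelled myosin IIA heavy-chain peptide probe, 5 nM / Compound: one dose per compound / Timing: polarization read 5 min after assay mix addition, stable 5–60 min / Benchmarks: neutral control DMSO, positive control TFP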
EWS-Fli inh: EWS/Fli transcriptional activity inhibition; A673 NR0B1-luciferase reporter, viability-normalised; inhibition, % at 12.6 µM; actives 0.67% (n = 350,000); AID 651661;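 active means mean inhibition of at least 50% after viability correction, with every replicate also passing that limit; inconclusive means mean reaches 50% but only one of two replicates passes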;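 further: firefly luciferase signal divided by Alamar Blue viability fluorescence both relative to DMSO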
ERAP1 HTS inh: inhibitors of human ERAP1 aminopeptidase; Q9NZ08; recombinant ERAP1, Leu-AMC fluorescence, 60 min; inhibition, % at 10.7 µM; actives 0.15% (n = 340,000);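 active means mean replicate inhibition of at least 30%, or all replicates individually reaching that 30% level; inactive means mean below 30% and not every replicate reaching it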;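 further: 0% = neutral control wells and 100% = L-leucinethiol positive control wells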
PglD DTNB: PglD (C. jejuni) enzyme inhibition | purified PglD enzyme, DTNB colorimetric CoA detection | inhibition, % at 12.5 µM | actives 0.098% (n = 360,000) | AID 602405; in the data active means inhibition above about 16%, passing the limit was not always enough; inconclusive means no clear call, values can overlap the other calls; further: strong numbers were not always called active
PAX8 reporter: inhibitors of PAX8 transcriptional activity in RMG-I cells. AID 652154. actives 1.2% (n = 360,000). RMG-I TPO-luciferase reporter, SteadyGlo, 24 h. inhibition, % at 12.6 µM;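 active means mean replicate inhibition at least 60% with every replicate also reaching 60%; inconclusive means only one of the two criteria is met; inactive means mean below 60% and not all replicates reaching 60%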;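 further: luciferase light reporting Pax8 driven TPO promoter activity; plate controls were median of neutral control wells for no effect and mitoxantrone controls for full effect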
PGC1a acetyl inh: modulators of PGC1a acetylation; inhibition, % at 15.6 µM; U2OS PGC1a acetylation, AlphaScreen anti-acetyl-lysine; with virally co-expressed GCN5 acetyltransferase; actives 0.17% (n = 350,000); AID 651687;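 active means every replicate shows inhibition of at least 40%; inconclusive means mean inhibition at least 40% but some replicate below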;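 further: 0% = neutral control wells and 100% = positive control wells; some results beyond the cut were filed as inactive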
* = called active by the depositor; ? = inconclusive; . = not tested or not shown.

SMILES	EWS-Fli inh	FN deposition inh	PAX8 reporter	PGC1a acetyl inh	ERAP1 HTS inh	LGR2 antag	S100A4 inh HTS	PglD DTNB
CCCc1cn(CC[C@H]2CC[C@H](NC(=O)C3CCC3)[C@@H](CO)O2)nn1	-8	.	10	4	0	-3	1	-3
O=C(C[C@@H]1CC[C@@H]2[C@H](COC[C@@H](O)CN2S(=O)(=O)c2ccc(Cl)cc2)O1)NCCN1CCCC1	4	-6	13	1	1	9	-2	-2
O=C(Nc1cccc2ccccc12)c1ccccc1NS(=O)(=O)c1cccc2cccnc12	0	1	26	-1	4	15	-2	0
CN1CCN(C(=O)c2cnn(-c3ccccc3)c2NC(=O)c2ccccc2Br)CC1	-4	-3	8	.	-6	1	-6	2
CN(C)C(=S)NC(=S)Nc1ccc2ccccc2c1	-2	7	-274	0	-1	-8	-2	.
CC(=O)N1CCN(Cc2nc3cc(NC(=O)c4ccc(Cl)cc4)ccc3n2C)CC1	-27	.	.	2	2	-61	3	4
Cc1ccc(-c2ccccc2C2=CC(=O)CC(C)(C)C2=O)cc1	9	2	-9	-9	-4	-4	-5	1
CO[C@@H]1CN(C)C(=O)c2cc(NS(C)(=O)=O)ccc2OC[C@H](C)N(C(=O)c2ccc3c(c2)OCO3)C[C@H]1C	-5	-2	-20	-7	4	4	2	1
O=C(CCN1CCCCC1)N[C@H]1CC[C@H](CC(=O)N2CCC(Cc3ccccc3)CC2)O[C@H]1CO	-1	7	0	0	-1	-2	13	12
CC(Oc1ccccc1)C(=O)Nc1cc(Cl)ccc1-n1cncn1 (stereo unspecified)	-1	8	15	.	2	-14	-3	.
COCCN1C(=O)CCC1(C)C(=O)Nc1ccc2ccccc2c1 (stereo unspecified)	1	-4	16	12	3	2	2	0
CCOC(=S)SCC(=O)N1CCc2ccccc2C1C1C(=O)CC(C)(C)CC1=O (stereo unspecified)	9	8	5	.	0	3	-1	-1
CC(NC(=O)c1ccccc1Cl)NC(=O)c1ccccc1Cl	17	6	21	-6	5	1	-2	-4
C[C@H]1CN([C@@H](C)CO)C(=O)c2cc(NC(=O)CCN3CCOCC3)ccc2O[C@H]1CN(C)Cc1ccncc1	.	.	0	-1	2	-2	-44	-1
COCCn1nnnc1CN1CCC(C)CC1	.	-10	18	3	.	.	.	-2
N#Cc1ccc(-c2ccc3c(c2)[C@H]2[C@H](CCN2C(=O)c2ccncc2)[C@H](CO)N3)cc1	7	17	-14	-9	.	1	.	-1
O=C(Nc1c2c(nn1-c1ccc(F)cc1)CS(=O)(=O)C2)C1CCCC1	.	-5	8	-14	-3	2	3	-3
O=S(=O)(Nc1c(S(=O)(=O)c2ccccc2)c2nc3ccccc3nc2n1C1CCCCC1)c1ccccc1	3	-8	18	3	-4	?	0	3
O=C(O)CC(SCC(=O)Nc1ccc(S(=O)(=O)N2CCCC2)cc1)C(=O)O (stereo unspecified)	1	-9	5	6	5	-20	-3	2
Cc1ccc(S(=O)(=O)C[C@@H]2OC[C@H](C)N2S(=O)(=O)c2ccc(C)cc2)cc1	3	0	-10	.	-1	19	-2	.
COc1cc(NC(=O)CCn2c(=S)[nH]c3ccccc3c2=O)cc(OC)c1OC	-3	-7	11	-5	2	14	0	-3
Cc1ccc(S(=O)(=O)Nc2ccc3c(c2)CC(=O)N([C@@H](C)CO)C[C@@H](C)[C@@H](CN(C)CC2CCCCC2)O3)cc1	7	.	.	-6	0	15	17	0
COC(=O)c1cc(NC(=O)CN(c2cccc(OC)c2)S(=O)(=O)c2ccccc2)ccc1Cl	21	4	49	-15	4	31	-1	0
O=C(CCN=C1NS(=O)(=O)c2ccccc21)OCc1nnc(-c2ccc([N+](=O)[O-])cc2)o1	-6	-1	3	-7	1	-9	-2	2
Cc1nc(NC(=O)CSc2nccn2C)sc1C(=O)N(C)C	-38	.	-21	4	0	-22	-7	0
N#CCSc1nnc2sc3ccccc3n12	1	-2	1	1	.	-13	8	-3
CC(C)CC(=O)NC1(C(F)(F)F)C(=O)Nc2c1c(=O)[nH]c(=O)n2Cc1ccco1 (stereo unspecified)	.	0	2	4	0	.	-4	5
CCCC#Cc1ccc([C@H]2[C@@H](CO)N3CCCCN(C(=O)c4ccc5c(c4)OCO5)C[C@H]23)cc1	13	.	16	-3	1	10	-9	-2
COCCCNS(=O)(=O)c1ccc(Cl)c(C(F)(F)F)c1	4	.	4	.	-1	17	1	.
CCOc1c(Nc2ccccc2O)c(=O)c1=O	-5	-1	17	-1	4	9	-5	.
Cc1cccc(C(=O)O/N=C(\N)c2cccc([N+](=O)[O-])c2)c1	-90	.	.	9	-1	-79	7	-6
O=C(O)CSc1nnc(-c2ccc(Cl)cc2Cl)n1Cc1ccccc1	2	-3	1	-3	-1	-2	9	3
CCNC(=O)N(C)c1c(CC)nc2ccc(C(=O)Nc3cccc(OCC(=O)N(C)C)c3)cn12	2	-10	3	-5	0	-14	2	-1
FC(F)(F)c1cccnc1N1CCN(c2ncnc3nc[nH]c23)CC1	4	-2	-26	1	4	0	-16	0
Cc1ccc2c(c1)N(S(=O)(=O)c1cc(-c3cc(C)no3)ccc1C)CCO2	9	4	31	-14	-2	10	5	5
C[C@H]1CN([C@@H](C)CO)C(=O)c2cc(NC(=O)Nc3cccc4ccccc34)ccc2O[C@H]1CN(C)Cc1ccc(Cl)c(Cl)c1	9	2	.	-1	2	4	-6	3
C#CCOc1ccc(C2C3=C(CC(C)(C)CC3=O)N(CC(=O)O)C3=C2C(=O)CC(C)(C)C3)cc1	-2	2	-4	1	-144	20	4	-12
c1cnc2ccc(C(c3nnnn3C3CCCCC3)N3CCCCC3)cc2c1 (stereo unspecified)	.	7	-18	-42	.	.	.	-2
Cn1ccnc1SCC(=O)Nc1cccc(S(=O)(=O)N2CCCCCC2)c1	12	-3	20	-2	0	-10	1	.
COc1ccc(S(=O)(=O)Nc2ccc3c(c2)C(=O)N([C@@H](C)CO)C[C@@H](C)[C@@H](CN(C)C(=O)CCCN(C)C)OCCCC[C@H](C)O3)cc1	-19	.	-18	-10	-4	4	-13	1
O=C(N[C@@H]1CC[C@H](CCn2cc(-c3ccc(F)cc3)nn2)O[C@H]1CO)c1cnccn1	-4	.	22	-3	2	-17	-3	-1
O=C(C[C@H]1CC[C@H]2[C@@H](COC[C@@H](O)CN2S(=O)(=O)c2cccc(Cl)c2)O1)NC1CCC1	-2	3	-1	-6	-1	-5	-4	5
CNC(=O)C1(C)CCN1C(=O)c1ccccc1CCc1ccccc1 (stereo unspecified)	11	9	-13	-1	-1	-9	-23	-10
C[C@H](CO)N1C[C@H](C)[C@H](CN(C)Cc2ccccn2)Oc2cc(-c3cncnc3)ccc2S1(=O)=O	-21	.	-15	7	-2	6	1	-1
COc1cc(NC(=O)NCCN2CCN(c3ccccc3)CC2)cc(OC)c1OC	-1	4	-5	15	-1	5	2	-136
CN(C)C(=O)c1ccc(-c2ccccc2[C@@H]2[C@@H](C#N)N(C(=O)C3CCCC3)[C@H]2CO)cc1	3	0	.	.	3	-17	13	.
C=CCc1cccc(CNc2nc3ccccc3n2C)c1O	-10	-9	-2	13	-2	-4	-10	-2
O=C(CNC(=O)c1ccccc1Cl)OC1CCOC1=O (stereo unspecified)	12	-3	11	.	.	6	-10	-1
CC(=O)Nc1ccc2c(c1)C(=O)N(C)[C@@H]1CC[C@H](CC(=O)Nc3cn(C)nc3C)O[C@H]1CO2	5	-4	5	6	0	10	-5	0
COc1ccc(-c2[nH]ncc2CN2CCCC(C(=O)c3cccc(OC)c3)C2)cc1 (stereo unspecified)	2	8	3	-2	0	-17	-3	-2

Grouped by structure, those above containing a nitro group on carbon.
SMILES	EWS-Fli inh	FN deposition inh	PAX8 reporter	PGC1a acetyl inh	ERAP1 HTS inh	LGR2 antag	S100A4 inh HTS	PglD DTNB
O=C(CCN=C1NS(=O)(=O)c2ccccc21)OCc1nnc(-c2ccc([N+](=O)[O-])cc2)o1	-6	-1	3	-7	1	-9	-2	2
Cc1cccc(C(=O)O/N=C(\N)c2cccc([N+](=O)[O-])c2)c1	-90	.	.	9	-1	-79	7	-6

Carrying on.
SMILES	EWS-Fli inh	FN deposition inh	PAX8 reporter	PGC1a acetyl inh	ERAP1 HTS inh	LGR2 antag	S100A4 inh HTS	PglD DTNB
C[C@@H]1CN([C@H](C)CO)C(=O)c2cc(NS(C)(=O)=O)ccc2O[C@@H](C)CCCCO[C@@H]1CN(C)S(=O)(=O)c1ccc(F)cc1	-54	.	0	0	-5	5	-8	1
C[C@@H](C(=O)NCc1ccccn1)[C@H]1C[C@]1(C)[C@H](NC(=O)OCc1ccccc1)c1ccccc1	-8	2	12	.	-4	.	0	-4
CCCC[C@@H]1C[C@H]1[C@@H](NC(=O)c1ccco1)c1ccc(C(=O)OC)cc1	-1	-7	2	.	0	34	0	.
CCCCC(CCc1ccccn1)C(=O)c1ccccc1 (stereo unspecified)	-36	-3	-67	.	0	-4	3	.
Cc1ccc(NC(=O)CC2C(=O)NCCN2C(=S)Nc2ccccc2)c(C)c1 (stereo unspecified)	.	1	-40	.	.	18	.	0
CC(C)OCc1c(C(=O)OC/C(O)=C(\C#N)c2nc3ccccc3[nH]2)oc2ccccc12	4	-4	11	4	-1	.	15	.
COc1ccc(C2c3ccc(O)cc3Oc3ncn4nc(-c5ccccn5)nc4c32)cc1OC (stereo unspecified)	22	5	16	16	-1	-19	-5	.
COc1ccc(C(C)=O)cc1COC(=O)CNC(=O)c1cc(C)cc(C)c1	-12	3	-8	.	5	4	-5	.
O=C(COC(=O)Cn1[nH]c(=O)c2ccccc2c1=O)NNC(=O)c1ccccc1	8	7	-7	.	4	-8	3	3
O=C(COc1ccc(Cl)cc1Cl)N(C1CCCCC1)C1CCS(=O)(=O)C1 (stereo unspecified)	2	-7	8	.	5	-3	2	-3
